TWEAK-Fn14 inh: inhibitors of TWEAK-Fn14 signaling, primary screen, luciferase reporter cells, uHTS | TWEAK-stimulated Fn14 reporter cells, luciferase luminescence, 8 h | inhibition, % at 10 µM | 360,000 compounds, 2% hits; in the data active = inhibition above about 50%
SRC3 inh: SRC3 coactivator transcriptional activity inhibitors, primary screen, cell-based, luminescence. 360,000 compounds, 0.17% hits. inhibition, % at 3.6 µM. HEK293 GAL4-SRC3 luciferase reporter;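 active = inhibition above a per-campaign cutoff, the mean of all compounds plus 3 SD, cut at about 60% in these data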;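 note: 0% = DMSO-treated cells and 100% = gossypol-treated cells at 36 µM; higher means less SRC3-driven luciferase light from the GAL4 reporter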
Target sequence (Q9Y6Q9 whole entry, looked up, the tested form may be a part): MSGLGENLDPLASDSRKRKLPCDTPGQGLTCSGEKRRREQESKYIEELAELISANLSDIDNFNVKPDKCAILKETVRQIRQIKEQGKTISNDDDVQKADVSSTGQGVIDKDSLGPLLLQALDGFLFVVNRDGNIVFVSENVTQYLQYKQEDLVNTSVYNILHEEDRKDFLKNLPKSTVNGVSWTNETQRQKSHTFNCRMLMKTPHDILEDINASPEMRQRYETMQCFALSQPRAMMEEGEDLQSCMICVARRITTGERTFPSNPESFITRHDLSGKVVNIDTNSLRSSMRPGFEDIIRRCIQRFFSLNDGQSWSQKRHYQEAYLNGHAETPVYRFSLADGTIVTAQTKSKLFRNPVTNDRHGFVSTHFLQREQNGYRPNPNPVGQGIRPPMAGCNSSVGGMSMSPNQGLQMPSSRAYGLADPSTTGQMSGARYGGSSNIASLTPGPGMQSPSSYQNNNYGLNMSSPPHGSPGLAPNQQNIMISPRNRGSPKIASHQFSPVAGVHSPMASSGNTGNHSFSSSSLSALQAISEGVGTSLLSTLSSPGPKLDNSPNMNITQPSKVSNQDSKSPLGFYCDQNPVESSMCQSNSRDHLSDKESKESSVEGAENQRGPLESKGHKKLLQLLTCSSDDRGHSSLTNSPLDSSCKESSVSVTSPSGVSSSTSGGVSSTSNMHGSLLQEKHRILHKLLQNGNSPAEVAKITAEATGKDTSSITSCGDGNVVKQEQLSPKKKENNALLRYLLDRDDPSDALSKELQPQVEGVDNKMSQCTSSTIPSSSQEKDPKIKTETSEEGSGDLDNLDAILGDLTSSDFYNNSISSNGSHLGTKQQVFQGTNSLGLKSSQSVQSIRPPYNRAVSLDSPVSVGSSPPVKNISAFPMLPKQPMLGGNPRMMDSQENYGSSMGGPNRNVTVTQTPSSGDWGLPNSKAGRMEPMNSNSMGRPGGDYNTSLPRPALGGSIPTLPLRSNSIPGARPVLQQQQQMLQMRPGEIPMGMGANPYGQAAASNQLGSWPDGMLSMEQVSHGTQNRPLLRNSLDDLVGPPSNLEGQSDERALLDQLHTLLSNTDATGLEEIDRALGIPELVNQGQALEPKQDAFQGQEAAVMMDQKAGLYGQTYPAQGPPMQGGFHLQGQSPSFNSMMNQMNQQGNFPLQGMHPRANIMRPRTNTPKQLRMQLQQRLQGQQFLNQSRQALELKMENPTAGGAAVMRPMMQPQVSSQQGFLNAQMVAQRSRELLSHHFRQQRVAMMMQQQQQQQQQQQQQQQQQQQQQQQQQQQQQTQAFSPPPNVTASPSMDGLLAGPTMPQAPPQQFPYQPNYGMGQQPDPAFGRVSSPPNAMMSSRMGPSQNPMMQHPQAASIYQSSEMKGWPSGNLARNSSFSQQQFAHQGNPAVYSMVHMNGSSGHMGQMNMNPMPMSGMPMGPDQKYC
NCOA2 inhibitor: inhibition of GAL4-SRC2 driven luciferase reporter, primary screen, SRC2 inhibitor project, cell-based, luminescence; 370,000 compounds, 0.17% hits; AID 651957, 2012; HEK293 GAL4-SRC2 luciferase reporter; inhibition, % at 9 µM;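 active = inhibition above the mean inhibition of all tested compounds plus 3 SD, set per campaign, cut at about 52% in these data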;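 note: 0% = DMSO treated cells and 100% = cells given Gossypol at 36 µM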
LRH-1 inv ag: LRH-1 (NR5A2) inverse agonists, primary screen, cell-based, luminescence, HEK293T, StAR-luciferase reporter; LRH-1 transfected, 24 h; inhibition, % at 3.6 µM; 360,000 compounds, 0.13% hits;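 active = inhibition above the mean inhibition of all tested compounds plus 3 SD, cut at about 73% in these data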;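 note: 0% = DMSO wells and 100% = reporter-only cells lacking LRH-1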
NCOA1 inh: SRC1 coactivator transcriptional activity inhibitors, primary screen, cell-based, luminescence; Nuclear receptor coactivator 1 (Homo sapiens), Q15788; HEK293 GAL4-SRC1 luciferase reporter; inhibition, % at 3.6 µM; 360,000 compounds, 0.12% hits; AID 588354, 2011;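 active = inhibition above the campaign mean plus 3 SD, with each screening campaign given its own cutoff, cut at about 60% in these data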;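 note: 0% = DMSO treated cells and 100% = gossypol at 36 µM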
LMP1 NFkB inh: EBV LMP1-driven NF-kappaB luciferase reporter inhibitors, primary screen, cell-based, luminescence, single point. 350,000 compounds, 0.69% hits. LMP1-induced NF-kappaB luciferase reporter cells. inhibition, % at 12.5 µM. AID 504558, 2011; in the data active = inhibition above about 41%;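 note: 0% = neutral control wells and 100% = reference inhibitor control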
COUP-TFII inh: NR2F2 transcriptional activity inhibitors, primary screen, cell-based, luciferase reporter, HEK293T, luminescence; HEK293T NGFI-A luciferase reporter; inhibition, % at 8.6 µM; 370,000 compounds, 0.7% hits;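 active = inhibition above a per-plate cutoff, mean inhibition of test wells between control levels plus 3 SD, cut at about 38% in these data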;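 note: cells cotransfected with COUP-TFII expression vector driving the NGFI-A reporter; 0% = median of COUP-TF2 test wells and 100% = reporter-only cells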
KKLEB cytotox: cytotoxicity in KKLEB CF airway cells, primary screen, cytotoxicity control for CF NF-kB inhibitor project, cell-based, uHTS, fluorescence assay plates | KKLEB CF airway cells viability, ATPlite luminescence, overnight; active compounds read low; cells stimulated with P. aeruginosa culture filtrate | activity change (cytotoxicity), % at 5 µM | 360,000 compounds, 0.36% hits | AID 602141, 2011;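 active = corrected activity change at or below -50% at 5 µM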
TRAIL sens C8: viability loss with TRAIL in NB7+C8 cells, primary screen, TRAIL sensitizer project, cell-based, ATPlite luminescence | 360,000 compounds, 1% hits | inhibition (viability loss, TRAIL sensitization), % at 10 µM | AID 624354, 2012;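 active = compounds causing at least 50% loss of cell viability in the single-dose screen, relative to plate controls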
CF NFkB inh: inhibitors of PAF-induced NF-kB signaling, primary screen, cell-based, GFP fluorescence, uHTS; KKLEB NF-kB-GFP reporter, GFP fluorescence overnight; inhibition, % at 5 µM; 360,000 compounds, 0.86% hits; AID 588850, 2011;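 active = at least 50% inhibition at 5 µM, scaled per plate between neutral and stimulator controls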;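 note: PAF is a Pseudomonas aeruginosa culture filtrate used as stimulus; plate controls were PAF-stimulated DMSO wells for no effect and unstimulated DMSO wells for full effect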
TROY NFkB inh: inhibitors of TROY-driven NF-kB signaling, primary screen, Q293 LMP1-TROYcd cells, NF-kB luciferase, uHTS | Q293 LMP1-TROYcd NF-kB luciferase reporter, 4 h | inhibition, % at 10 µM | 360,000 compounds, 0.98% hits;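 active = compounds whose plate-normalised and pattern-corrected inhibition of the luciferase reporter signal at the single screening dose is 50% or more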
* marks the source's active call; other numbers are inactive results; · = no result given.

Molecule	TWEAK-Fn14 inh	SRC3 inh	NCOA2 inhibitor	LRH-1 inv ag	NCOA1 inh	LMP1 NFkB inh	COUP-TFII inh	KKLEB cytotox	TRAIL sens C8	CF NFkB inh	TROY NFkB inh
COc1ccc(NC(=O)CNS(=O)(=O)c2ccccc2)cc1Cl	-12	-2	-3	-3	11	-10	3	4	-16	-3	-11
COc1ccccc1/C=N/OC(=O)c1ccc(F)cc1	-12	-16	-2	7	0	-3	-11	5	-10	4	-45
CCOC(=O)c1c(NC(=O)c2cccs2)sc(C(=O)N(C)C)c1C	-4	12	3	-4	6	8	-8	-32	22	28	-17
CCN(CC(=O)NC(C)(C)C)C(=O)COc1c(Cl)cc(Cl)c2ccc(C)nc12	-41	7	5	-17	9	15	24	1	2	-2	19
CC(=O)Oc1cccc(N2C(=O)c3cccc4c([N+](=O)[O-])ccc(c34)C2=O)c1	-91	-8	-17	12	-8	1	-6	-8	36	35	27
CC1(C)Oc2ccc(C(=O)N3CCOCC3)cc2N(CC(=O)N2CCOCC2)C1=O	-3	16	-11	-9	-10	-5	-5	6	-9	4	-7
COc1ccc(S(=O)(=O)NCCc2nnc3ccc(SCC(=O)Nc4nc(C)cs4)nn23)cc1	4	15	-19	5	-7	-9	-3	-7	0	-12	9
Cc1cccc(-c2noc(CN(C(=O)CCc3ccccc3)C(C)C)n2)c1	-11	5	13	-4	2	-5	4	-5	-4	-6	-26
CC(=O)NCC1CCCN(c2nc3nonc3nc2N(C)Cc2ccccc2)C1 (stereo not drawn)	-2	13	12	14	-24	11	-11	7	10	-9	9
Cc1ccc(C(=O)/C=C/N(C)C)o1	-5	-12	2	-6	-4	1	-7	1	-6	3	16
Cc1cccc(CC2CC(=O)N(c3nc4ccccc4s3)C2=O)c1 (stereo not drawn)	11	11	-15	11	3	12	-9	26	-22	-6	-3
COC(=O)CSc1nc2c(cnn2-c2ccc(F)cc2)c(=O)[nH]1	19	22	-11	13	20	5	6	-17	-11	-7	12
O=C(NC1CCN(C(=S)NCc2ccco2)CC1)C12CC3CC(CC(C3)C1)C2	17	1	-1	-4	3	0	10	-3	-7	3	1
Cc1ccc(-c2cc(C)nc3ncnn23)cc1	-15	3	-14	-11	-36	2	18	-9	-26	-1	2
Cc1ccc2c(c1)c1c3n2CCN(CCC#N)C3CCC1 (stereo not drawn)	-10	-10	-12	-12	-22	3	14	8	5	-9	-79

Ordered by value in NCOA1 inh (smallest number first): some entries from above.
mol | NCOA1 inh
Cc1ccc(-c2cc(C)nc3ncnn23)cc1 | -36
Cc1cccc(CC2CC(=O)N(c3nc4ccccc4s3)C2=O)c1 (stereo not drawn) | 3
COc1ccc(NC(=O)CNS(=O)(=O)c2ccccc2)cc1Cl | 11

More results follow:
Molecule	TWEAK-Fn14 inh	SRC3 inh	NCOA2 inhibitor	LRH-1 inv ag	NCOA1 inh	LMP1 NFkB inh	COUP-TFII inh	KKLEB cytotox	TRAIL sens C8	CF NFkB inh	TROY NFkB inh
CCOc1ccccc1N(CC(=O)N1CCC(C)CC1)S(=O)(=O)c1ccc(C)cc1	14	16	-8	-14	6	-5	-8	12	15	-22	10
Cc1ccc(CN2CCC(CO)(CC3CCCCO3)CC2)o1 (stereo not drawn)	-15	8	-5	12	16	1	-6	13	-1	5	-1
CCC(=O)c1ccc(N2CCCC2)c(F)c1	-26	-34	-23	-40	-11	3	-6	9	-11	-39	0
Cc1ccc(NC(=O)C2C3CC4OC(=O)C2C4C3)cc1Cl (stereo not drawn)	-10	12	9	-3	4	-10	-7	7	5	-3	3
COc1ccc(NC2=NCCC2)cc1	-12	-2	-8	12	6	-2	7	-5	5	18	6
CCOc1ccccc1NC(=O)CSc1nnc(Cn2c(=O)sc3ccccc32)n1C	14	15	8	-15	-6	1	18	4	14	-9	-11
O=[N+]([O-])c1cc([N+](=O)[O-])c2cc3ccccc3nc2c1	93*	-8	-5	-6	-21	-8	8	-2	31	84*	33
N#CC(CCc1ccc([N+](=O)[O-])cc1)(CCc1ccc([N+](=O)[O-])cc1)C(N)=O	3	-9	31	1	-17	16	5	-19	-16	-10	16
NC(=O)c1coc(-c2ccccc2)n1	-6	-7	2	-10	1	-8	9	-1	2	-7	2
COc1ccc(CCNC(=O)CN2CCC(C(N)=O)CC2)cc1	3	5	10	5	0	-2	-12	-6	-11	14	1
O=C(NC(=S)N1CCN(c2ccccn2)CC1)c1ccco1	-35	4	2	13	-4	54*	-2	-4	6	2	3
COc1ccc(N2CC(=O)N(c3ccccc3)C2=S)cc1	4	-26	-36	-59	-4	-5	-37	-1	-17	6	-65
CCC(Oc1ccccc1)C(=O)Nc1ccc(S(=O)(=O)Nc2ncccn2)cc1 (stereo not drawn)	-1	-17	-45	-18	7	-8	-6	-3	-4	12	0
O=C(CSc1ncccn1)NCc1ccc(Cl)cc1	-7	-18	-17	-9	-25	-9	-4	-5	-5	3	-31
CCOCCc1nnc(NC(=O)c2cc(OC)c(OC)c(OC)c2)s1	15	1	-38	-10	-7	2	1	-8	-8	-8	11
COC(=O)C1(Cc2cc(-c3ccc(OC)cc3OC)no2)CCN(C(=O)OC(C)(C)C)CC1	2	-5	8	-26	-2	5	12	-17	12	3	13
Cc1c(NC(=O)C(C)OC(=O)c2ccc([N+](=O)[O-])cc2Cl)c(=O)n(-c2ccccc2)n1C (stereo not drawn)	6	-44	-42	-25	9	-7	4	-5	-2	24	13
Cc1csc(C(=O)O)c1NC(=O)c1ccc(F)cc1	1	3	-19	6	0	-4	-3	7	-9	-17	-22
O=C(CSc1nc2ccccc2c(=O)n1CCC(=O)N1CCN(c2ccccc2)CC1)NCC1CCCO1 (stereo not drawn)	-1	20	-2	10	-15	0	8	15	18	-20	-1
CCOC(=O)C1=C(NC(=O)c2ccc(Br)o2)Nc2ccccc2N=C1	7	-19	-3	-3	-14	10	2	6	-3	17	-7
Cc1ccc(NC(=O)c2ccc(CSc3nnc(-c4ccncc4)n3C)cc2)cc1	-11	-22	-11	-4	-20	-4	-17	-14	46	6	-19
CCCCNC(=O)NNC(=O)c1ccco1	8	5	-1	19	-13	-8	0	-2	0	-12	-2
Cc1cc(=O)oc2cc(Oc3ccc([N+](=O)[O-])cc3C(F)(F)F)ccc12	-25	-4	-6	-16	-3	-11	8	-8	-1	16	3
CCC1=Nc2cc(C(=O)NCc3ccco3)ccc2Sc2ccc(C)cc21	12	16	14	23	-5	20	-74	-28	-28	52*	26
Cc1ccc2oc(=O)c3cnn(CC(=O)N4CCN(c5ccccn5)CC4)c3c2c1	15	-9	-1	-10	6	9	-8	-12	-3	17	-2
CCc1nc(Cl)c(C#N)c2c1CSC(C)(C)C2	-3	4	22	-10	10	8	9	-21	2	58*	5
COc1ccc(C(C(=O)NC(C)(C)C)N(C(=O)CCC(=O)Nc2cc(C)on2)c2cc(C)cc(C)c2)cc1 (stereo not drawn)	16	0	21	2	-13	2	1	14	-3	7	11
CCOC(=O)Cc1csc(NC(=O)c2ccc3ncsc3c2)n1	13	-82	-61	-57	-38	2	-13	2	1	-8	-35
O=C1Nc2ccccc2C1=Nc1ccc(Cl)cc1	-3	1	-1	-1	-30	-13	13	7	-14	19	-9
O=C(CSc1nnc(-c2cccnc2)n1Cc1ccco1)c1ccccc1	36	10	26	16	8	13	-10	-6	-7	-11	-14
CCOC(=O)C1CCC/C1=N\NC(=O)CN(c1cc(OC)ccc1OC)S(=O)(=O)c1ccccc1 (stereo not drawn)	-1	3	-50	4	-13	1	-5	-4	17	3	-25
Cc1ccc(C(=O)Nc2ccc(F)cc2F)o1	-21	-29	-48	-30	-30	-15	5	10	-3	3	-39
Cc1ccc(C)c(SCC(=O)NC2CCS(=O)(=O)C2)c1 (stereo not drawn)	1	0	-3	-6	3	0	13	-6	-13	-1	1
O=C(Nc1ccccc1)c1ccccc1NS(=O)(=O)c1ccc(Cl)s1	23	11	-1	1	7	9	-3	-36	-12	45	63*
O=C(NCCCN1CCOCC1)C(C(=O)c1ccccc1)n1ccccc1=O (stereo not drawn)	-18	5	-12	-15	-4	0	6	1	-7	9	6
Cn1nc(-c2ccc(Cl)cc2)c2cc(C(=O)N3CCN(c4ccccc4)CC3)sc21	-8	-4	0	-8	-1	-7	9	-16	-3	-1	10
COc1cccc(C(=O)NCCS(=O)(=O)NCc2ccc3c(c2)OCO3)c1	-2	21	4	3	1	-12	17	-2	-8	-16	14
CC(C)N(C)C1CCN(C(=O)Nc2ccc(Cl)cc2)CC1	7	-11	-15	-17	-10	-8	10	-3	2	-1	-10
Cc1ccc(-c2ccc(=O)[nH]n2)cc1	-8	-12	-1	14	-23	3	5	2	-8	17	18
COC(=O)[C@]12C(=O)C(C)=C(O)[C@@]1(C)C(C)=CC1[C@@]34CC[C@@H](OC(C)=O)C(C)(C)C3C(C[C@]12C)OC4=O (stereo partly drawn)	-5	-3	-9	6	-87	-2	15	12	6	-5	-10
CSc1ccccc1C(=O)Nc1ncn[nH]1	-3	4	2	-12	3	2	-9	0	-3	-10	6
CCN(CC)S(=O)(=O)c1ccc(S(=O)(=O)N2CCCC2C(=O)O)cc1 (stereo not drawn)	1	-19	13	16	14	-1	-3	7	-2	-5	-11
COc1ccc(-c2nn(C)c(=O)c3ccccc23)cc1CNC(=O)c1ccco1	15	-49	-22	12	-6	4	-31	5	-16	-11	5
NC(=O)CC[C@H](NC(=O)c1ccc(F)cc1)C(=O)OCC(=O)Nc1c(F)c(F)c(F)c(F)c1F	-9	7	-14	-3	3	2	-5	-1	2	14	1
COCCn1c(Cc2ccccc2)nnc1SCC(=O)Nc1oc(C)c2c(C)n[nH]c(=O)c12	6	7	-13	0	-19	-6	22	-3	7	-2	57*
O=C1NC(=O)C2(Br)Nc3ccc(Br)cc3C(=O)C2N1 (stereo not drawn)	-6	9	2	23	0	0	-11	2	-9	-46	-13
COc1ccc(OCCN2CCC(C(=O)NC(C)c3cccc4ccccc34)CC2)cc1 (stereo not drawn)	-13	-1	0	-2	7	·	2	-6	0	-21	19
COc1cc(C(=O)Nc2cc(S(=O)(=O)N3CCOCC3)ccc2N2CCN(C)CC2)cc(OC)c1OC	-22	19	2	9	-4	5	-14	11	1	8	-5

Screening data as filed in PubChem BioAssay.
